JMJD2A Tudor = JMJD2A Tudor domain (human) inhibition. Potency, µM (doses to about 114 µM), for inactives: at the top dose activity change, negative = inhibition, most hits filed as inhibitors. AlphaScreen JMJD2A-Tudor / H3K4me3 peptide binding. 390,000 tested, 4.4% active. O75164. AID 504339; further: on the % scale 0 is the no-effect control and ±100 the full control effect; nearly all actives have a fitted effect of over 50% in size
Target sequence (O75164 whole entry, looked up, the tested form may be a part): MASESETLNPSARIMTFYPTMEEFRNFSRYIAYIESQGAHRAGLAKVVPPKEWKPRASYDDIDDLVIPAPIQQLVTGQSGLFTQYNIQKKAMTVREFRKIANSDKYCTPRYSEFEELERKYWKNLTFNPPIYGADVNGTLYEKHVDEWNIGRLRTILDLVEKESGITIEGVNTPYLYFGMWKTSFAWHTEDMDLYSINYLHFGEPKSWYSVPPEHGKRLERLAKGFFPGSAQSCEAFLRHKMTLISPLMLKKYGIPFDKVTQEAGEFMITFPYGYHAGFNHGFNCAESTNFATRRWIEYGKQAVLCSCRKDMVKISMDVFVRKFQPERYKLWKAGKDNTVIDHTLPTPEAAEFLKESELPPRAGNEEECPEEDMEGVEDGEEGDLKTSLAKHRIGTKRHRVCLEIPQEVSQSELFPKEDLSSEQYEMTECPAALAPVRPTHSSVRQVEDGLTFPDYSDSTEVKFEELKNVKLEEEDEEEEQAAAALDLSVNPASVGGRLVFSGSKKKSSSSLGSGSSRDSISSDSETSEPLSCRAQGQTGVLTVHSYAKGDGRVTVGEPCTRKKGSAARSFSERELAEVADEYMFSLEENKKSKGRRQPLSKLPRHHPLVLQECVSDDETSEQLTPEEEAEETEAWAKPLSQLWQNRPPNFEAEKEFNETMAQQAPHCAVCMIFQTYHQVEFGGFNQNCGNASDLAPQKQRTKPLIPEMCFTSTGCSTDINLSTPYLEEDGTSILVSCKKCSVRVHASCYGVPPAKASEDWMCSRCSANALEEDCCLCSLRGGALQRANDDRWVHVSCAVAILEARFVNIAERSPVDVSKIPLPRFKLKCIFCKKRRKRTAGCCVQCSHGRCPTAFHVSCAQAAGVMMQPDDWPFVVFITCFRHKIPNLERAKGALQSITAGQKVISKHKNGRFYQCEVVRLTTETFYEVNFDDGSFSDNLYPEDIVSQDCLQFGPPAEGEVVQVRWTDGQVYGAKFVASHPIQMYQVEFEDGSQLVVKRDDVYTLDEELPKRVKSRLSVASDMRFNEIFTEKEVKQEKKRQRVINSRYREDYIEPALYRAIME
Pol iota inh = DNA polymerase iota (human) inhibition; Q9UNA4; Pol iota fluorescent replication assay, 10 min; Potency, µM (doses to about 115 µM), for inactives: top-dose activity, negative = inhibition, usual class: inhibitors; 390,000 tested, 1% active
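Fluorescent replication assay read twice, at 0 min and 10 min after adding 50 nM (final) substrate. Enzyme (10 nM) and compounds were first incubated 15 min at room temperature; enzyme-free buffer wells were negative controls.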
Pol beta inh = DNA polymerase beta (human) inhibition; P06746; Potency, µM (series often up to 114 µM), inactives show at the top dose activity change, negative = inhibition, usual class: inhibitors; Pol beta primer extension/strand displacement, fluorescence kinetic; 340,000 tested, 1.3% active; further: on the % scale 0 is the no-effect control and ±100 the full control effect
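Reaction started by 50 nM substrate onto compound-treated Pol beta (10 nM, 15 min preincubation, room temperature); plates read at 0 min and 10 min. Normalized concentration-effect data fitted by four-parameter Hill equation.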
APE1 inh = blocks human APE1 abasic DNA cleavage. P27695. recombinant APE1, TAMRA/BHQ-2 abasic DNA cleavage fluorescence. Potency, µM (highest dose often 65.8 µM), inactives show at the highest dose activity change, negative = inhibition, usual class: inhibitors. 350,000 tested, 0.35% active. AID 2517;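 further: plate controls were vehicle for no effect and reference inhibitor for full effect; nearly all actives have a fitted effect of over 55% in size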
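APE1 at 0.75 nM preincubated 15 min at room temperature with compound. Reaction then started with 50 nM double-stranded THF-abasic substrate labelled with TAMRA/BHQ-2, and 525/598 nm fluorescence read kinetically. Activity taken as third-minus-first read difference, normalized to DMSO and NSC13755 controls.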
Pol kappa inh = inhibitors of human DNA polymerase kappa | Q9UBT6 | purified Pol kappa, fluorescent DNA synthesis assay, 10 min | Potency, µM (series often up to 107 µM), inactives show at the highest dose activity, negative = inhibition, usual class: inhibitors | 400,000 tested, 0.53% active | AID 588579; further: on the % scale 0 is the no-effect control and ±100 the full control effect
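Enzyme at 10 nM met test compounds for 15 min at room temperature. Substrate addition (50 nM final) began the reaction, which was monitored by fluorescence at 0 and 10 min.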
G9a inh = blocks human histone lysine methyltransferase G9a; Q96KQ7; G9a H3K9 monomethylation, AlphaScreen, 2 h; Potency, µM (top dose mostly 102 µM), for the others: at the top dose activity, negative = inhibition, usual class: inhibitors; 350,000 tested, 8.8% active; AID 504332; further: on the % scale 0 is the no-effect control and ±100 the full control effect; nearly all actives have a fitted effect of over 75% in size
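AlphaScreen detection with an anti-monomethyl H3K9 antibody quantified product after a 2 h room-temperature reaction containing 500 nM biotinylated H3K9 peptide, 20 µM SAM and 20 nM enzyme, which had been preincubated 15 min with compound.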
BLM helicase inh = blocks DNA unwinding by human BLM helicase. P54132. recombinant BLM DNA unwinding, fluorescence dequenching. Potency, µM (doses to about 56.1 µM), without a hit: at the top dose activity change, negative = inhibition, actives largely listed as inhibitors. 350,000 tested, 0.2% active. AID 2528;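 further: plate controls were vehicle for no effect and no enzyme for full effect; nearly all actives have a fitted effect of over 35% in size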
BAZ2B inh = BAZ2B (human) inhibition | AlphaScreen BAZ2B-H3K14Ac peptide displacement | Potency, µM (highest dose often 114 µM), for inactives: at the top dose activity change, negative = inhibition, most hits filed as inhibitors | 360,000 tested, 4.4% active; further: on the % scale 0 is the no-effect control and ±100 the full control effect; nearly all actives have a fitted effect of over 60% in size
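AlphaScreen displacement of biotin-H3(5-23)K14Ac peptide (50 nM final) from BAZ2B (50 nM final) in PBS pH 7.4, 0.01% Tween-20; complex preformed 30 min RT, then compounds (top 110 uM) 30 min RT, beads 20 min dark.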
Pol eta inh = blocks human DNA polymerase eta activity; recombinant Pol eta, fluorescent DNA replication assay; Potency, µM (top dose mostly 114 µM), for the others: top-dose activity change, negative = inhibition, most hits filed as inhibitors; 390,000 tested, 1.2% active; AID 588591; further: on the % scale 0 is the no-effect control and ±100 the full control effect
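Pol eta at 10 nM preincubated with compounds 15 min at room temperature; reaction started with fluorescent substrate (50 nM final) and read kinetically at 0 and 10 min.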
Active calls of the source: *; ? = inconclusive; . = not tested or not shown; & = joins results of further samples; [ ] = dose if it differs, or a comment. The call rests on the fitted dose curve; in most records, active means well fitted curve in the direction sought with a large enough effect; inconclusive means small, poorly fitted or top-dose-only effect, or another doubt; inactive means no such curve, though single readings can be large; an effect the other way counts as inactive or inconclusive. Potency means the concentration at half of the fitted maximal effect. Some of the compounds tested, so the mix of outcomes need not match the whole.

Preview (2 entries):
#1 Cn1cccc1/C=N/NC(=O)c1sc2ccccc2c1Cl
#2 O=[N+]([O-])c1cc(Cl)c(O)c2ncccc12

entry no.	1	2
JMJD2A Tudor	-27%	22µM*
Pol iota inh	6%	124%[activator]
Pol beta inh	1%	-26%
APE1 inh	-6%	?
Pol kappa inh	3%	-17%
G9a inh	13%[12.7 µM]	25µM*
BLM helicase inh	-1%	-4%
BAZ2B inh	?	20µM*
Pol eta inh	-10%	-12%

The listing, previewed entries included:
#1 Cn1cccc1/C=N/NC(=O)c1sc2ccccc2c1Cl
#2 O=[N+]([O-])c1cc(Cl)c(O)c2ncccc12
#3 C=CCn1c(C)cc(C(=O)COC(=O)c2ccc3c(c2)NC(=O)CS3)c1C
#4 CSc1nnc(C)c(=O)n1COC(=O)c1ccc(S(=O)(=O)N(C)C)cc1
#5 Cc1cc(C)nc(NS(=O)(=O)c2ccc(NC(=O)c3ccc(S(=O)(=O)N4CCOCC4)cc3)cc2)n1

entry no.	1	2	3	4	5
JMJD2A Tudor	-27%	22µM*	?	-8%	-15%
Pol iota inh	6%	124%[activator]	?	32%[activator]	8%[58.9 µM]
Pol beta inh	1%	-26%	40µM*	-11%	-4%
APE1 inh	-6%	?	21%	7%	0%
Pol kappa inh	3%	-17%	?	-3%	-7%
G9a inh	13%[12.7 µM]	25µM*	20µM*	0%[59 µM]	26%
BLM helicase inh	-1%	-4%	-23%	1%	1%
BAZ2B inh	?	20µM*	?	-3%	7%
Pol eta inh	-10%	-12%	?	-20%	-20%

Reformatted with values under each structure: entries from further up.
Values in the order: JMJD2A Tudor | Pol iota inh | Pol beta inh | APE1 inh | Pol kappa inh | G9a inh | BLM helicase inh | BAZ2B inh | Pol eta inh
1	Cn1cccc1/C=N/NC(=O)c1sc2ccccc2c1Cl
  -27% | 6% | 1% | -6% | 3% | 13%[12.7 µM] | -1% | ? | -10%
2	O=[N+]([O-])c1cc(Cl)c(O)c2ncccc12
  22µM* | 124%[activator] | -26% | ? | -17% | 25µM* | -4% | 20µM* | -12%

Other compounds
#6 O=C(CCCN1C(=O)c2cccc3cccc(c23)C1=O)NCc1ccco1
#7 COC(=O)c1cnc2c(c(C)nn2C)c1OC
#8 COc1ccc(C2NC3=C(CCC3)C3(C#N)C(OC)(OC)N=C(N)C23C#N)cc1 (configuration not stated)
#9 COc1ccccc1CNC(=O)COC(=O)c1ccc(C)c(S(=O)(=O)N2CCCCC2)c1
#10 Cc1cccc(-c2noc(-c3cccnc3NCc3ccco3)n2)c1

entry no.	6	7	8	9	10
JMJD2A Tudor	-3%	1%	-7%	-7%	-16%
Pol iota inh	22%	27%	3%	?	2%
Pol beta inh	30%	2%	33%[activator]	0%	19%
APE1 inh	13%	8%	7%	15%	.
Pol kappa inh	18%	-1%	-19%	0%	-10%
G9a inh	.	18%	?	40%	-34%[59 µM]
BLM helicase inh	3%	7%	-12%	-9%	-3%
BAZ2B inh	-16%	4%	6%	-20%	-11%
Pol eta inh	0%	-16%	?	-21%	-22%

#11 O=C(NCc1ccccc1Cl)[C@@H]1CCCN1S(=O)(=O)c1ccc(Cl)cc1
#12 COc1cccc(/C=N/c2sc(Cc3ccccc3)c(C)c2C(N)=O)c1O
#13 COc1ccc(OC)c(CCNC(=O)c2cc3c(s2)-c2c(C)cccc2OC3)c1
#14 O=C(CSc1nnc(-c2ccco2)o1)c1ccccc1
#15 O=C(Nc1ccc(-c2ccccc2)cc1)c1ccco1

entry no.	11	12	13	14	15
JMJD2A Tudor	-8%	?	19%	-24%	-5%
Pol iota inh	47%[activator]	-12%	?	-8%	20%
Pol beta inh	.	22%	30%	40µM*	4%
APE1 inh	12%	-7%	.	-1%	-2%
Pol kappa inh	-21%	-15%	-2%	-10%	8%
G9a inh	.	?	20%[59 µM]	45%[59 µM]	?
BLM helicase inh	.	-5%	-7%	-21%	-6%
BAZ2B inh	.	-3%	9%	12%	-32%
Pol eta inh	-4%	-4%	2%	5%	-12%

#16 COC(=O)CCC(=O)Nc1nnc(C(F)(F)F)s1
#17 C=CC[C@@H](CC(=O)NCCO)C(=O)N[C@H](C)COC(=O)[C@@H](CC=C)Cc1ccc(F)cc1
#18 Cc1ccc(NC(=O)CCc2c(C)nn(-c3ccc(N4CCCCC4)nn3)c2C)cc1F
#19 COc1ccc(C(=O)/C=C\N2CCOCC2)cc1
#20 CC1(C)Cc2ccccc2C(=NCCCCCC(=O)O)N1

entry no.	16	17	18	19	20
JMJD2A Tudor	-34%	-6%	?	-11%	.
Pol iota inh	6%	22%	-12%&1%	1%	.
Pol beta inh	-1%	.	34%&0%	-29%	15%
APE1 inh	-1%	1%	-9%	-3%	-2%
Pol kappa inh	-8%	9%	-4%&23%	-6%	.
G9a inh	-42%[59 µM]	.	-2%[0.0925 µM]	?	9%[59 µM]
BLM helicase inh	-7%	.	-6%&-1%	-10%	0%
BAZ2B inh	-21%	.	4%	-26%	2%
Pol eta inh	2%	-4%	-6%&-17%	-4%	.

#21 C/C=C/C(=O)[C@@H](C)[C@@H](/C=C/C[Si](C)(C)C)C(C)C
#22 COC(=O)C1=C(C)N(Cc2cccnc2)C(=O)/C1=C\c1sccc1C
#23 Cc1nc(SCC(=O)Nc2nc3ccccc3s2)c(C#N)c(C)c1C
#24 CC(=O)Nc1cccc2cc(O)ccc12
#25 Cc1ccc2cc(COC(=O)c3ccncc3)c(=O)[nH]c2c1

entry no.	21	22	23	24	25
JMJD2A Tudor	-5%	45µM*	3%	?	-14%
Pol iota inh	-22%	11%	-6%	?	-4%
Pol beta inh	.	?	-26%	.	1%
APE1 inh	2%	15%	-6%	.	15%
Pol kappa inh	0%	4%	-5%[60.1 µM]	-43%	-6%
G9a inh	.	.	10µM*	.	50µM*
BLM helicase inh	3%	-1%	-1%	.	0%
BAZ2B inh	.	35µM*	-1%	.	12%
Pol eta inh	.	-23%	-17%	?	4%

#26 Cc1ccc(S(=O)(=O)N2CCN(CC(=O)N3CCCC3)CC2)c(C)c1
#27 CCC(=O)N1CCc2cc(S(=O)(=O)NC(Cc3ccccc3)C(=O)NC3CCCCC3)ccc21 (configuration not stated)
#28 Cc1nc(-c2ccccc2)sc1C1(C)CC(c2ccc([N+](=O)[O-])cc2)=NO1 (configuration not stated)
#29 O=C(NC1CCCCCCC1)c1ccc(Br)o1
#30 COc1ccc(C2C3=C(CC(C)(C)CC3=O)N(CC(=O)O)C3=C2C(=O)CC(C)(C)C3)cc1OC

entry no.	26	27	28	29	30
JMJD2A Tudor	-13%	-17%	?	-2%	9%
Pol iota inh	-14%	-3%	4%	-13%	4%
Pol beta inh	.	1%	10%	-1%	11%
APE1 inh	-7%	6%	0%	-11%	33%
Pol kappa inh	-5%	-5%	14%	2%	0%
G9a inh	.	-5%	?	7%	71µM*
BLM helicase inh	.	0%	-7%	1%	-1%
BAZ2B inh	.	-18%	?	13%	-19%
Pol eta inh	-6%	-11%	-13%	-8%	-17%

#31 O=C(Cc1ccc(Cl)cc1)Nc1ccc2oc(-c3ccccc3F)nc2c1
#32 CCCCNC(=O)c1cnn2c(C)c(Cc3c(C)cc(C)cc3C)c(C)nc12
#33 Cc1[nH]c(=O)[nH]c(=O)c1NS(=O)(=O)c1ccccc1
#34 CCc1cccc(NC(=O)CCc2nc3cccnc3n2-c2ccccc2)c1
#35 C=CCOc1cccc(CNn2cn[nH]c2=S)c1

entry no.	31	32	33	34	35
JMJD2A Tudor	?	1%	1%	-16%	22µM*
Pol iota inh	?	4%	17%	19%	16%
Pol beta inh	?	-16%	0%	30%	-1%
APE1 inh	.	.	1%	.	2%
Pol kappa inh	-28%	-10%[60.1 µM]	2%	-3%	0%
G9a inh	?	12%[59 µM]	0%	-7%[59 µM]	24%[0.0925 µM]
BLM helicase inh	-13%	-10%	1%	-2%	-1%
BAZ2B inh	-10%	-7%	1%	-16%	2%
Pol eta inh	?	-7%	-17%	-6%	3%

#36 O=C1OCCN1CCNCc1cn(-c2ccc(F)cc2)nc1-c1ccccc1Cl
#37 O=C(NCc1cccnc1)c1ccc(-c2ccccc2[N+](=O)[O-])o1
#38 COc1ccc(Cl)cc1NC(=O)CN1CCN(S(=O)(=O)N2CCCCC2)CC1
#39 Cc1nnc(NC(=O)c2ccc(S(=O)(=O)N(C)c3ccccc3)cc2)s1
#40 CC(Sc1cccc[n+]1[O-])C(=O)Nc1ccc(Oc2ccccc2)cc1 (configuration not stated)

entry no.	36	37	38	39	40
JMJD2A Tudor	-13%	-1%	-12%	-14%	-17%
Pol iota inh	6%	34%[activator]	35%[activator]	6%	164%[activator]
Pol beta inh	-29%	78%	-1%	.	29%
APE1 inh	-3%	-6%	44%[activator][12.4 µM]	5%	4%
Pol kappa inh	12%	-5%	-5%	-17%	-9%
G9a inh	?	-1%[59 µM]	-7%[59 µM]	-19%[12.7 µM]	40µM*
BLM helicase inh	-4%	-6%	-5%	.	-3%
BAZ2B inh	-18%	-2%	1%	10%	-37%
Pol eta inh	4%	-12%	-2%	-3%	-19%

#41 S=c1[nH]cnc2scc(-c3ccc(Br)cc3)c12
#42 CCCc1nc(NC(=O)c2ccccc2)nc(NC(=O)c2ccccc2)n1
#43 CCCCNS(=O)(=O)c1ccc2nc(-c3cccnc3)cc(C(=O)NC(C)C)c2c1
#44 Cc1ccc(-n2nc(C(=O)O)c(O)cc2=O)cc1
#45 CCCCNCCCCOc1ccccc1
#46 COc1c(F)c(F)c(C(=O)O)c(Nc2ccc(C)cc2C)c1F
#47 CC1CCN(C(=O)C2Cc3ccccc3CN2S(=O)(=O)c2ccc(F)cc2)CC1 (configuration not stated)

entry no.	41	42	43	44	45	46	47
JMJD2A Tudor	-29%	-12%	-7%&-14%	?	-11%	-13%	-3%
Pol iota inh	20%	59%[activator]	-9%&5%	4%	8%	34%[activator]	-8%
Pol beta inh	-23%	0%	?	-24%	1%	-1%	5%
APE1 inh	?	0%	1%	0%	4%	8%	-2%
Pol kappa inh	-16%	-22%	-13%[60.1 µM]	4%	0%	-8%	-24%
G9a inh	?	71µM*	11%[59 µM]	.	-2%[12.7 µM]	-41%	26%[59 µM]
BLM helicase inh	-3%	0%	5%&-2%	1%	0%	-5%	-8%
BAZ2B inh	0%	19%	6%&-3%	?	-1%	-24%	4%
Pol eta inh	1%	-13%	-6%&0%	-9%	-9%	-8%	-3%

Screens as filed in PubChem.
